CendR NRP1 mod – modulators of CendR peptide binding to NRP-1, primary screen, biochemical, fluorescence polarization, uHTS; Neuropilin-1 (Homo sapiens), O14786; FAM-RPARPAR peptide binding to NRP-1; inhibition, % at 25 µM; 360,000 tested, 0.85% active;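 active = inhibition or corrected inhibition above about 18%, plus a signal ratio from 0.5 to 1.5, limit read from the data, passing the limit was not always enough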; also: strong numbers were not always called active
LMPTP inh – LMPTP phosphatase inhibitors, primary screen, biochemical, fluorescence intensity, uHTS; recombinant LMPTP-A, OMFP fluorogenic substrate; inhibition, % at 20 µM; 360,000 tested, 0.22% active; AID 651560, 2012;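 active = compounds that cut the enzyme signal by at least half of the control window in the single-dose screen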;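 also: plate controls were DMSO wells with enzyme plus substrate for no effect and substrate without enzyme for full effect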
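material = LMPTP-A | quantity = 0.625 nM enzyme | reagent = OMFP substrate, 400 µM final | buffer or medium = Bis-Tris pH 6.0, DTT, detergent | detection = endpoint fluorescence intensity from OMFP dephosphorylation | dosing = single 20 µM dose | read-out basis = % inhibition relative to no-enzyme and uninhibited control wells | control set = no-enzyme and uninhibited controls | timing = 50 min at room temperature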
STEP inh – STEP phosphatase inhibitors, primary screen, biochemical, fluorescence intensity, uHTS; 360,000 tested, 0.25% active; AID 588621, 2011; Tyrosine-protein phosphatase non-receptor type 5 (Homo sapiens), P54829; recombinant STEP, OMFP fluorogenic substrate; inhibition, % at 20 µM;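 active = inhibition at 20 µM, scaled per plate between control wells, above about 37%, limit read from the data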;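 also: 0% = DMSO with enzyme and substrate and 100% = substrate only without enzyme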
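material = STEP tyrosine phosphatase | reagent = fluorogenic phosphatase substrate OMFP at 25 µM final | doses = single compound dose of 20 µM, 1% DMSO final | schedule = 20 min reaction, room temperature, in the dark | measured by = fluorescence, 480/540 nm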
NadD inh – inhibitors of S. aureus NadD, primary screen, biochemical, colorimetric, uHTS; inhibition, % at 20 µM; Nicotinate-nucleotide adenylyltransferase NadD (Staphylococcus aureus N315); purified NadD enzyme, colorimetric absorbance read-out; 360,000 tested, 0.78% active; in the data active = inhibition above about 26%; also: some compounds past the cut are filed as inactive
DNMT1 inh – human DNMT1 methyltransferase inhibitors, primary screen, biochemical, molecular beacon, fluorescence, HinP1I cleavage, uHTS; DNA (cytosine-5)-methyltransferase 1 (Homo sapiens), P26358; inhibition (reported as % activation of signal), % at 10 µM; 360,000 tested, 0.83% active; AID 588458, 2011; in the data active = inhibition above about 50%
Target sequence (P26358 504-1616 limits assumed): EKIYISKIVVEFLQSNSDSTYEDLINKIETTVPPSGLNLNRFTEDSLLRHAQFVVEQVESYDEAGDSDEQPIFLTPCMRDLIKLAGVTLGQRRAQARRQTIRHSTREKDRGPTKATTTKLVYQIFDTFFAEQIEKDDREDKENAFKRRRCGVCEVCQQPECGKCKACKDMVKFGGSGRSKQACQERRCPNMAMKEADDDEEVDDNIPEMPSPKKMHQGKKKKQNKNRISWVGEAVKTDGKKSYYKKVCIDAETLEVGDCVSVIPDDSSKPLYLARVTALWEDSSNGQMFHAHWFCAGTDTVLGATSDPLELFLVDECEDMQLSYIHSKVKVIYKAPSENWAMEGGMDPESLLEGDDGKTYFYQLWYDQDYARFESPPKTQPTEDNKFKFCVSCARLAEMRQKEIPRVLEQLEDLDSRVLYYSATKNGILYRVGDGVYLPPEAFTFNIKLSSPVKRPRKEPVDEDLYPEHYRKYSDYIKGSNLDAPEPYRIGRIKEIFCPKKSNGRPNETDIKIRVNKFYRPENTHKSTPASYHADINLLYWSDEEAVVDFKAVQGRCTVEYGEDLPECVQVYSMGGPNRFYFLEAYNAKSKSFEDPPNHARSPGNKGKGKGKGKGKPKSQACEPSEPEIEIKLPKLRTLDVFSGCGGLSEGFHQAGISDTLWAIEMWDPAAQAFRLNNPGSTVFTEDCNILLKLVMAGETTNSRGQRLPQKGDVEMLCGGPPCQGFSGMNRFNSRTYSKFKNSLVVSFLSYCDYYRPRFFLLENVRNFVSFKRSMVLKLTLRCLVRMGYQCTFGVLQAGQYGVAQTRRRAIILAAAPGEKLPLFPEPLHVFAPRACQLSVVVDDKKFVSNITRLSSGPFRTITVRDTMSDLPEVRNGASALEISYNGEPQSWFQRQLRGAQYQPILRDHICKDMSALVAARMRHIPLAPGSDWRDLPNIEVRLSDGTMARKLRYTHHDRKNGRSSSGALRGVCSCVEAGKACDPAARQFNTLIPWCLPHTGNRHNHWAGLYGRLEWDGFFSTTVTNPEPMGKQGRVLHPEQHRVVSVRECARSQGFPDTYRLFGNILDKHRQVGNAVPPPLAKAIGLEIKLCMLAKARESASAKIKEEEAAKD
SUMO1-SIM PPI – modulators of SUMO1 protein-protein interactions, primary screen, biochemical, uHTS | Small ubiquitin-related modifier 1 (Homo sapiens), P63165 | SUMO1 binding to a labelled peptide, TR-FRET, 1 h | inhibition, % at 20 µM | 360,000 tested, 0.33% active | AID 602429, 2012; in the data active = inhibition above about 37%
Scp-1 inhibitor – Scp-1 phosphatase inhibitors, primary screen, biochemical, colorimetric, uHTS | Carboxy-terminal domain RNA polymerase II polypeptide A small phosphatase 1 (Homo … | Recombinant Scp1, phosphopeptide, malachite green phosphate absorbance | inhibition, % at 20 µM | 340,000 tested, 0.88% active;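 active = inhibition above about 50% at 20 µM, limit read from the data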;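 also: plate controls were DMSO wells with enzyme for no effect and wells lacking enzyme for full effect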
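Material – SCP-1 phosphatase catalytic domain, residues 76-261 · Buffer or medium – Acidic Tris acetate buffer with magnesium and detergent · Also added – Phospho 17-mer peptide substrate · Compound – single 20 µM dose, 1% DMSO · Times – 45 min room-temperature reaction, 5 min colour, 30 min stabiliser · Technique – Phosphate-binding colour reagent, absorbance read at 630 nm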
Neddyl block – inhibitors of cullin neddylation, primary screen, biochemical, TR-FRET, uHTS, NAE and Ubc12. NEDD8-conjugating enzyme Ubc12 (Homo sapiens) + NEDD8-activating enzyme E1 regulatory …. calls only at 25 µM. 360,000 tested, 0.58% active. AID 651699, 2012; in the data active = inhibition above about 36%
TbMetRS inhib – T. brucei MetRS inhibitors, primary screen, biochemical, luminescence | 360,000 tested, 0.4% active | inhibition, % at 11.9 µM | methionyl-tRNA synthetase (Trypanosoma brucei brucei) | purified T. brucei MetRS, ATP depletion, Kinase-Glo luminescence;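 active = inhibition above a per-plate cutoff of the control wells' mean inhibition plus 3 SD, cut at about 5.5% in these data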;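 also: 0% = DMSO wells median and 100% = median of wells with control inhibitor compound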
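Material – parasite MetRS enzyme · Medium – HEPES-MgCl2-KCl buffer plus DTT, spermine, BSA, pyrophosphatase · Reagent – ATP, methionine and E. coli bulk tRNA substrates · Times – 15 min enzyme-compound preincubation, 2 h reaction, 10 min detection, 25 °C · Measured by – luminescence of leftover ATP · Evaluation – percent inhibition relative to median high and low control wells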
SKN-1 block – suppressors of acrylamide-induced Pgst-4::GFP reporter in worms, primary screen, SKN-1 inhibitor project, whole organism, uHTS, GFP/RFP fluorescence ratio, strain VP596; inhibition, % at 21.8 µM; AID 624304, 2012; 360,000 tested, 0.49% active; C. elegans VP596 Pgst-4::GFP/RFP ratio, 24 h;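 active = interference check ratio from 0.5 to 1.5 plus GFP to RFP signal ratio inhibition reaching or exceeding a fixed threshold, cut at about 30% in these data, passing the limit was not always enough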; also: some compounds called inactive have numbers as strong as hits
* = called active by the depositor; i = inactive; . = not tested or not shown. Outcome played no part in choosing rows; about 4.6% have a hit in one of these screens.

| CendR NRP1 mod | LMPTP inh | STEP inh | NadD inh | DNMT1 inh | SUMO1-SIM PPI | Scp-1 inhibitor | Neddyl block | TbMetRS inhib | SKN-1 block | SMILES |
| --- | --- | --- | --- | --- | --- | --- | --- | --- | --- | --- |
| 29* | -0.2 | -1 | 8 | 2 | -1 | 6 | i | -1.6 | -4 | Cc1ccc(Oc2nnc(-c3ccc(C)cc3)c3ccccc23)cc1 |
| -7 | -2.6 | 6 | -2 | 7 | 2 | -9 | i | -0.3 | 4 | Cc1ccn2cc(CCNS(=O)(=O)c3ccc4c(c3)OCCO4)nc2c1 |
| 4 | -1.1 | -2 | -7 | -4 | -7 | 4 | i | -0.7 | -33 | Cc1ccc(C(c2nnnn2C2CCCCC2)N2CCN3CCCC3C2)cc1 (stereo not drawn) |
| -2 | -0.4 | -2 | -2 | -1 | -33 | -1 | i | 0.3 | 15 | O=[N+]([O-])c1ccc(N2CCOCC2)cc1O |
| -2 | 1.1 | 2 | -3 | 9 | -15 | -15 | i | -0.9 | -4 | Cc1ccsc1C=C1C(=O)c2ccccc2C1=O |
| 7 | -0.9 | -2 | -3 | 0 | 4 | -5 | i | -0.3 | 11 | Cc1cc(C(=O)OC(C)C(=O)Nc2cccc(Cl)c2)on1 (stereo not drawn) |
| -2 | -2.3 | -2 | -10 | -1 | 0 | 1 | i | -0.3 | 10 | OC(CSc1ccccc1)CN1CCN(c2ccc(Cl)cc2)CC1 (stereo not drawn) |
| 5 | -1.8 | 0 | 0 | -3 | -6 | -15 | i | -0.2 | 1 | COC(=O)c1[nH]c2ccccc2c1NC(=O)CN1CCN(Cc2ccc3c(c2)OCO3)CC1 |
| -3 | 3.2 | -3 | 2 | 2 | 4 | -17 | i | 0.1 | 5 | CC(C)(C)OC(=O)N(Cc1ccccc1)Cc1cccc(OCc2cccc(NC(=O)c3ccccc3)c2)c1 |
| 10 | -1.3 | 1 | -3 | 0 | 1 | -4 | i | -0.8 | -3 | COc1ccc(OC)c2[nH]c(C(=O)N3CCC(C(=O)O)CC3)cc12 |
| 15 | 1.1 | 1 | 6 | -8 | 3 | . | i | 0.2 | 0 | N#CC(c1ccc(N)cc1)C(CC(=O)c1ccccc1)c1ccccc1 (stereo not drawn) |
| 2 | -0.7 | 0 | 4 | 0 | 1 | 0 | i | -0.3 | 17 | Cc1ccc(S(=O)(=O)N(C)Cc2ccc(-c3nnc4n3CCC4)cc2)cc1 |
| 1 | -0.7 | 0 | 1 | 2 | 3 | -1 | i | 0.2 | 6 | CC(=O)CC1(OC(C)=O)C(=O)N(C)c2ccccc21 (stereo not drawn) |
| -6 | 0.2 | -1 | -1 | -3 | -1 | 0 | i | -0.1 | 2 | NC(=O)CN(c1ccc(Cl)cc1)S(=O)(=O)c1ccccc1 |
| -8 | 1.4 | -1 | -2 | 4 | -3 | . | i | -0.1 | 18 | CC(C)C(=O)N1CCCC1(C)C(=O)Nc1ccccc1 (stereo not drawn) |
| 1 | -0.9 | 0 | -3 | -1 | 0 | 4 | i | 0.8 | 7 | CCSc1ncccc1C(=O)N[C@@H](CCSC)C(=O)OC |
| -7 | -1.5 | -3 | -1 | -2 | 1 | -6 | i | -0.8 | -16 | COc1ccc(NC(C#N)c2ccc(OC)cc2)cc1 (stereo not drawn) |
| 7 | -0.7 | -2 | 5 | -2 | 0 | 0 | i | -0.4 | 2 | O=C(O)c1ccc(CSc2nnc(-c3ccco3)n2-c2ccccc2)cc1 |
| -16 | -0.4 | 0 | 5 | -21 | 1 | -8 | i | -0.4 | -4 | O=C1CCCc2c1[nH]c1ccccc21 |
| -4 | -0.7 | . | . | . | 2 | . | i | 0.3 | 2 | C=CCOC(=O)Nc1nc(CCNC(=O)OC(C)(C)C)c(C(=O)OC)s1 |
| -7 | 0.6 | -2 | 3 | 1 | -9 | -4 | i | -0.6 | 10 | Clc1ccccc1-c1nnc2sc(-c3cccs3)nn12 |
| -214 | 8.4 | -4 | 7 | 36 | -217 | -7 | i | -1.9 | 27* | CCN1C(=O)/C(=C/C=C2/SCCN2C)SC1=S |
| -4 | 0.4 | 0 | 0 | -8 | 0 | 6 | i | -0.8 | 10 | CCOc1ccc(NC(=O)CSc2nnc(Cc3cccn3C)n2-c2ccc(OC)cc2)cc1 |
| 15 | -1.4 | -2 | 0 | 1 | -3 | -12 | i | 1.4 | 6 | CCOC(=O)C1CSC(CC(=O)Nc2ccc(Cl)c(Cl)c2)C(=O)N1 (stereo not drawn) |
| 8 | 2.7 | 1 | 9 | 24 | 4 | 3 | i | -0.2 | 35 | CCc1ccc(Nc2n[n+](-c3ccccc3)c(-c3cccc(C)c3)s2)cc1 |

2 records drawn at random from the list so far, as already listed:
| CendR NRP1 mod | LMPTP inh | STEP inh | NadD inh | DNMT1 inh | SUMO1-SIM PPI | Scp-1 inhibitor | Neddyl block | TbMetRS inhib | SKN-1 block | SMILES |
| --- | --- | --- | --- | --- | --- | --- | --- | --- | --- | --- |
| 2 | -0.7 | 0 | 4 | 0 | 1 | 0 | i | -0.3 | 17 | Cc1ccc(S(=O)(=O)N(C)Cc2ccc(-c3nnc4n3CCC4)cc2)cc1 |
| -8 | 1.4 | -1 | -2 | 4 | -3 | . | i | -0.1 | 18 | CC(C)C(=O)N1CCCC1(C)C(=O)Nc1ccccc1 (stereo not drawn) |

(list continues)
| CendR NRP1 mod | LMPTP inh | STEP inh | NadD inh | DNMT1 inh | SUMO1-SIM PPI | Scp-1 inhibitor | Neddyl block | TbMetRS inhib | SKN-1 block | SMILES |
| --- | --- | --- | --- | --- | --- | --- | --- | --- | --- | --- |
| -8 | 0.2 | 1 | 5 | 0 | 6 | 0 | i | -0.2 | 13 | CC[C@]12c3[nH]c4ccccc4c3CCN1C(=O)C(CC(=O)NCCCOC)C[C@@H]2C(=O)N1CCN(C(=O)c2ccco2)CC1 (stereo partly drawn) |
| -2 | 0.0 | 3 | 1 | -2 | -1 | -1 | i | 1.2 | 1 | CC(C)CNC(=S)N1CCN(Cc2ccc3c(c2)OCO3)CC1 |
| -13 | -1.3 | -2 | 0 | 2 | 0 | -10 | i | -0.6 | 0 | O=C(NCc1cccnc1)C1c2ccccc2C(=O)N1C1CCCC1 (stereo not drawn) |
| 21 | -1.7 | -2 | -1 | 1 | 8 | -4 | i | -0.4 | -16 | COc1ccccc1C(=O)NC(CCSC)C(=O)NCc1ccncc1 (stereo not drawn) |
| 6 | -0.7 | 3 | -6 | -1 | 0 | -15 | i | -0.2 | 1 | COc1ccc(OC)c(C(O)c2coc3ccc(O)c(CN(C)C)c23)c1 (stereo not drawn) |
| 3 | 0.9 | -5 | -6 | 1 | 2 | 0 | i | -0.8 | -17 | Cc1ncsc1C(=O)NCc1ccc(N2CCCC2=O)cc1 |
| -9 | 3.5 | 0 | -8 | -9 | 2 | . | i | -0.2 | 5 | CC(=O)OC[C@@H]1CN(Cc2ccccc2)C[C@H](n2cnc3c(N4CCN(c5ccccc5)CC4)ncnc32)O1 |
| -15 | 0.5 | 6 | -5 | 47 | -12 | 29 | i | -0.7 | 1 | O=C(/C=C/c1ccco1)Nc1cc(Cl)ccc1C(=O)O |
| -3 | 2.2 | 1 | 9 | 10 | -2 | -6 | i | 0.1 | 10 | Cc1cccc(NC(=O)CSC2=NN3CCCC(=O)N=C3S2)c1C |
| -4 | -0.8 | 1 | 2 | 0 | 0 | -6 | i | -0.9 | -19 | CCOC(=O)C1=C(C)N=C2SCCC(=O)N2C1c1cccs1 (stereo not drawn) |
| -5 | -1.0 | 0 | 5 | 1 | -4 | 3 | i | -1.0 | 4 | COc1cc(C(=O)N2c3ccccc3CC2C)cc(OC)c1OC (stereo not drawn) |
| -16 | -0.5 | -3 | -5 | -2 | 0 | -7 | i | 2.1 | 1 | COc1ccc(C(O)Cn2cc([N+](=O)[O-])nc2C)cc1 (stereo not drawn) |
| -4 | -0.6 | -3 | -5 | 0 | -3 | -8 | i | -0.8 | 5 | O=C(Cn1ccc([N+](=O)[O-])n1)Nc1nc2ccccc2s1 |
| -3 | -0.8 | -2 | -4 | -6 | -2 | -5 | i | -0.5 | 5 | COc1ccccc1NC(=S)NC1CCCCC1 |
| -13 | -0.9 | 0 | 4 | 0 | -5 | -1 | i | -0.8 | 10 | CC[C@]12c3[nH]c4ccc(Cl)cc4c3CCN1C(=O)[C@@H](CC(=O)NCCCOC)C[C@@H]2C(=O)N1CCN(C(=O)C2CC2)CC1 |
| -2 | 0.6 | 2 | 6 | -3 | 4 | -7 | i | 0.0 | 4 | CN(C(=O)CSc1cn(CC(=O)N2CCOCC2)c2ccccc12)c1ccccc1 |
| 9 | 1.3 | -1 | -4 | 2 | -6 | -9 | i | -0.3 | 27 | O=C(COc1ccccc1Br)c1ccc2c(c1)OCO2 |
| 0 | 1.0 | 1 | -6 | -12 | -8 | -3 | i | -0.1 | 0 | CC(=O)c1ccc(NC(=O)c2cc(Cl)nc3ccccc23)cc1 |
| -8 | 0.8 | 5 | 2 | -3 | 7 | . | . | 0.0 | 9 | COc1ccc(NC(=O)C2(C)Cc3c(-c4ccc5c(c4)OCO5)ccnc3O2)cn1 (stereo not drawn) |
| 6 | 0.5 | 1 | -1 | 2 | 12 | -4 | i | 0.3 | -4 | Fc1cc(F)cc(NC(=S)N2CCC(c3ccccc3)C2)c1 (stereo not drawn) |
| -21 | 4.6 | -1 | 50* | 30 | -3 | 21 | . | -0.8 | -9 | Cc1c(NC(=O)COC(=O)c2cc(-c3ccc(-c4ccccc4)cc3)nc3ccccc23)c(=O)n(-c2ccccc2)n1C |
| 6 | -0.5 | -2 | 7 | 2 | -4 | -2 | i | -0.6 | 2 | CCOc1ccc(CCNC(=O)c2ccc(N3CCCC3=O)cc2)cc1OCC |
| -2 | 2.8 | -2 | 3 | 0 | 0 | -10 | i | -0.3 | -7 | Oc1[nH]c2ccccc2c1C1=NCCCC1 |

High-throughput results as filed in PubChem.
